N370S GC mod – inhibitors or activators of N370S glucocerebrosidase for Gaucher disease; P04062; N370S GC spleen homogenate, 4MU-glucoside fluorescence; Potency, µM (series often up to 59.4 µM), for inactives: top-dose activity change, negative = inhibition, actives largely listed as inhibitors; 330,000 compounds, 0.092% hits; AID 2101;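 further: 0% = full enzyme activity and -100% = no enzyme basal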
TDP1 inh – blocks human tyrosyl-DNA phosphodiesterase 1; Q9NUW8; recombinant TDP1, AlphaScreen DNA substrate cleavage; Potency, µM (highest dose often 130 µM), inactives show top-dose activity change, negative = inhibition, actives largely listed as inhibitors; 350,000 compounds, 0.28% hits; further: nearly all actives have a fitted effect of over 40% in size
Target sequence (Q9NUW8 whole entry, looked up): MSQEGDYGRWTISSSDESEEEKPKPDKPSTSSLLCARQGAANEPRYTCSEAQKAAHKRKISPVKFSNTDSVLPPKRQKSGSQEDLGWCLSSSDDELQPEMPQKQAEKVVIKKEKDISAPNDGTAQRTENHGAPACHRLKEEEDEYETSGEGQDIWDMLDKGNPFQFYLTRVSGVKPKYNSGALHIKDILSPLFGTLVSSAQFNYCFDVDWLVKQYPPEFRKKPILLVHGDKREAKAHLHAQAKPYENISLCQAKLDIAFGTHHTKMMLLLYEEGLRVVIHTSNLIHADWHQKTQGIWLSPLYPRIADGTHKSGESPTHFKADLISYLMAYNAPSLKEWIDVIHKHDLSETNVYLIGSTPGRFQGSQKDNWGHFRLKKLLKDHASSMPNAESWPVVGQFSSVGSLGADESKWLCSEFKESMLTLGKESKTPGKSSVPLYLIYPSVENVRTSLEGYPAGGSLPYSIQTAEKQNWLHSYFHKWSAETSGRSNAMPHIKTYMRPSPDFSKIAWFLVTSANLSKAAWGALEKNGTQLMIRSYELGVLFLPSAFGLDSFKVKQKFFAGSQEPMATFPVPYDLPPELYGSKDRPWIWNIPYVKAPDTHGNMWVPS
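Tdp1 1 nM final; 15 min RT w/ cpd; substrate 15 nM, 5 min; beads 10 ug/ml, 10 min; AlphaScreen read. Neg ctrl: no enzyme.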
DT40 TDP1 no CPT – qHTS for Inhibitors of human tyrosyl-DNA phosphodiesterase 1 (TDP1): qHTS in cells in absence of CPT | DT40 Tdp1-/- hTDP1 cells, no CPT, ATP luminescence, 48 h | AID 686978, 2013 | 420,000 compounds, 15% hits | Potency, µM (highest dose often 46.2 µM), inactives show top-dose activity change, negative = growth inhibition, most hits filed as inhibitors; further: nearly all actives have a fitted effect of over 55% in size
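No-CPT arm: Tdp1-/-;hTDP1 DT40 cells (400/well) plus compounds, incubated ≥48 hr at 37 °C. Readout CellTiter-Glo luminescence.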
* marks the source's active call; other numbers are inactive results; ? = inconclusive; . = not tested or not shown; & = joins results of further samples; [ ] = dose if it differs, or a comment. The call rests on the fitted dose curve; in most records, active means well fitted curve in the direction sought with a large enough effect; inconclusive means small, poorly fitted or top-dose-only effect, or another doubt; inactive means no such curve, though single readings can be large; an effect the other way counts as inactive or inconclusive. Unless noted, on the % scale 0 is the no-effect control and ±100 the full control effect; potency means the concentration at half of the fitted maximal effect.

no.	smiles	N370S GC mod	TDP1 inh	DT40 TDP1 no CPT
1	CCOc1ccc(OCC)c(S(=O)(=O)NNC(=O)c2c(C)nc3ccccn23)c1	-1%	-2%	-2%
2	CC(C)(C)N(Cc1ccccc1)C(=O)c1ccc2c(c1)OCCO2	0%	-3%	?
3	COc1ccc(CCNC(=O)Cn2nnc(-c3cccs3)n2)cc1OC	-7%	2%	-12%
4	Nc1cccnc1Oc1ccc(F)cc1F	0%	0%	-14%
5	COc1ccc(NS(=O)(=O)c2cccc(NC(=O)C3=NN(c4ccccc4)C(=O)CC3)c2)cc1	-5%	2%	15µM*
6	N#Cc1cccc(NC(=O)COC(=O)CCc2ccc(S(=O)(=O)N3CCOCC3)cc2)c1	.	2%	5%
7	COc1cccc(CN2CCN(c3nc4nonc4nc3N3CCCCC3)CC2=O)c1	9%	.	?
8	CS(=O)(=O)N1CC(C(=O)NC2CCCC2)Oc2ccc(Cl)cc21 (configuration not stated)	7%	2%	?
9	CCOc1ccc(S(=O)(=O)N(CC)CC(=O)NCc2ccncc2)cc1	3%	7%[0.0935 µM]	-22%
10	CN(Cc1cc2cc(F)ccc2[nH]1)Cc1nc(-c2cnccn2)no1	3%	3%	-5%
11	O=C(CNC(=O)c1ccc2ccccc2c1)Nc1ncccc1O	.	-11%[56.1 µM]	15%
12	C=CCN(C(=O)CSc1nc2[nH]ncc2c(=O)n1-c1ccccc1OC)c1ccccc1	1%	6%	-16%

Entries from the list above containing fluorine:
no.	smiles	N370S GC mod	TDP1 inh	DT40 TDP1 no CPT
4	Nc1cccnc1Oc1ccc(F)cc1F	0%	0%	-14%
10	CN(Cc1cc2cc(F)ccc2[nH]1)Cc1nc(-c2cnccn2)no1	3%	3%	-5%

The listing continues:
no.	smiles	N370S GC mod	TDP1 inh	DT40 TDP1 no CPT
13	COc1ccc(NC(=O)Nc2ccccc2SC)c(OC)c1	8%	4%	-19%
14	Cn1c(SCC(=O)NCCc2ccccc2)ncc(C(=O)Nc2ccccc2)c1=O	-8%	-6%	13µM*
15	CCc1ccc(NC(=O)c2ccc(F)c(S(=O)(=O)NC3CCCCCC3)c2)cc1	.	10%	21µM*
16	CC1CCN(C(=O)c2ccc3c(c2)NC(=O)/C(=C/c2ccccc2)S3)CC1	0%	4%	-21%
17	Cc1ccc(-c2nnc(-c3ccc4c(c3)OCO4)o2)cc1	12%	2%	-4%
18	CCOc1ccc(S(=O)(=O)NCCC(=O)OCC(=O)N2CC(=O)Nc3ccccc32)cc1	-19%	8%	12%
19	CNC(=S)N(C)c1ccccc1	13%	5%	-3%
20	NC1=NS(=O)(=O)NC1c1ccc(F)cc1 (configuration not stated)	-1%	-9%	-21%
21	COc1ccccc1C1CCN(c2ccc(CO)cc2[N+](=O)[O-])CC1	1%	6%	16µM*
22	O=C(COc1ccccc1)Nc1nnc(S(=O)(=O)N2CCCCCC2)s1	-2%	-3%	-19%&3%
23	CC(C)(C)CC(=O)NC(=S)Nc1ccccc1C(F)(F)F	6%	0%	?
24	CCOC(=O)c1sc(NC(=O)COc2ncnc3ccccc23)c(C(=O)OCC)c1C	11%	0%	-28%
25	O=C1COc2ccc(S(=O)(=O)N3CCN(c4ccccc4F)CC3)cc2N1	-5%	3%	7%
26	CC(C)Cn1nc(C(=O)Nc2cccc(S(=O)(=O)N3CCCC3)c2)c2ccccc2c1=O	.	0%[56.1 µM]	?
27	Cc1cc(N2CCN(Cc3nc(-c4ccc(F)cc4)oc3C)CC2)cc(C)n1	-2%	.	?
28	CCN(CC)CCCN1C(=O)C(=O)/C(=C(/O)c2ccc(Cl)cc2)C1c1ccccn1 (configuration not stated)	-3%	-5%	-1%
29	C=C(C)CN(CC)C(=O)CN1C(=O)NC(C)(c2ccc3ccccc3c2)C1=O (configuration not stated)	1%	.	-21%
30	O=C(NC1CCCCC1)C(c1ccccc1)N(C(=O)c1cccs1)c1ccc2c(c1)OCO2 (configuration not stated)	?	-6%	?
31	O=C1NC2(CCC3(CC2)OCCO3)NN1c1ccc(Cl)cc1	19%	4%	?
32	CN(C(=O)Cn1c(Cl)nc2c1c(=O)n(C)c(=O)n2C)C1CCS(=O)(=O)C1 (configuration not stated)	-6%	4%	-14%
33	COc1ccc(-n2nc(C(=O)N3CCN(c4ccccc4OC)CC3)c3c4ccccc4n(C)c3c2=O)cc1	.	2%	3%
34	S=C(Nc1ccccc1Cl)N1CCCCCC1	5%	8%	-14%
35	O=C(COC(=O)c1ccc(Cl)c(Cl)c1)NC1CCCC1	2%	.	-5%
36	O=C(O)c1ccc(Cl)c(S(=O)(=O)NCc2ccco2)c1	4%	1%	-5%

Retrieved by structure from the entries so far (2):
no.	smiles	N370S GC mod	TDP1 inh	DT40 TDP1 no CPT
31	O=C1NC2(CCC3(CC2)OCCO3)NN1c1ccc(Cl)cc1	19%	4%	?
35	O=C(COC(=O)c1ccc(Cl)c(Cl)c1)NC1CCCC1	2%	.	-5%

An excerpt from above in order of molecular weight, descending.
no.	smiles	N370S GC mod	TDP1 inh	DT40 TDP1 no CPT
33	COc1ccc(-n2nc(C(=O)N3CCN(c4ccccc4OC)CC3)c3c4ccccc4n(C)c3c2=O)cc1	.	2%	3%
6	N#Cc1cccc(NC(=O)COC(=O)CCc2ccc(S(=O)(=O)N3CCOCC3)cc2)c1	.	2%	5%
26	CC(C)Cn1nc(C(=O)Nc2cccc(S(=O)(=O)N3CCCC3)c2)c2ccccc2c1=O	.	0%[56.1 µM]	?
12	C=CCN(C(=O)CSc1nc2[nH]ncc2c(=O)n1-c1ccccc1OC)c1ccccc1	1%	6%	-16%
14	Cn1c(SCC(=O)NCCc2ccccc2)ncc(C(=O)Nc2ccccc2)c1=O	-8%	-6%	13µM*
15	CCc1ccc(NC(=O)c2ccc(F)c(S(=O)(=O)NC3CCCCCC3)c2)cc1	.	10%	21µM*
1	CCOc1ccc(OCC)c(S(=O)(=O)NNC(=O)c2c(C)nc3ccccn23)c1	-1%	-2%	-2%
32	CN(C(=O)Cn1c(Cl)nc2c1c(=O)n(C)c(=O)n2C)C1CCS(=O)(=O)C1 (configuration not stated)	-6%	4%	-14%
25	O=C1COc2ccc(S(=O)(=O)N3CCN(c4ccccc4F)CC3)cc2N1	-5%	3%	7%
29	C=C(C)CN(CC)C(=O)CN1C(=O)NC(C)(c2ccc3ccccc3c2)C1=O (configuration not stated)	1%	.	-21%
3	COc1ccc(CCNC(=O)Cn2nnc(-c3cccs3)n2)cc1OC	-7%	2%	-12%
10	CN(Cc1cc2cc(F)ccc2[nH]1)Cc1nc(-c2cnccn2)no1	3%	3%	-5%
2	CC(C)(C)N(Cc1ccccc1)C(=O)c1ccc2c(c1)OCCO2	0%	-3%	?
23	CC(C)(C)CC(=O)NC(=S)Nc1ccccc1C(F)(F)F	6%	0%	?
36	O=C(O)c1ccc(Cl)c(S(=O)(=O)NCc2ccco2)c1	4%	1%	-5%
34	S=C(Nc1ccccc1Cl)N1CCCCCC1	5%	8%	-14%

(more compounds)
no.	smiles	N370S GC mod	TDP1 inh	DT40 TDP1 no CPT
37	COc1ccc(C2=NN(CN3C(=O)C(=O)c4ccccc43)C(c3cccc([N+](=O)[O-])c3)C2)cc1 (configuration not stated)	14%	-7%	?
38	O=C(N/N=C/c1cccc(OC(=O)c2ccco2)c1)c1ccc(F)cc1	27%	0%	-11%
39	CCOC(=O)[C@@H]1[C@H]2COc3ccccc3[C@@H]2N2C(=O)N(c3ccc(OC)cc3)C(=O)[C@@]12C	-2%	.	?
40	COc1ccc(/C=N/n2c(C)cc(C)c(C(N)=O)c2=O)cc1	2%	0%	-4%
41	CSCCC(NC(=O)CCNC(=O)c1ccccc1Cl)c1nc2ccccc2[nH]1 (configuration not stated)	.	3%	-11%
42	O=C(NCCC(=O)N1CCN(c2ccccn2)CC1)c1ccc(Br)cc1	-3%	-8%	-28%
43	CCC(CC)NCc1ccc2c(c1)c1ccccc1n2CC	3%	6%	26µM*
44	Cc1nc2ncnn2c(C)c1CCC(=O)NCc1ccccc1	-17%	4%	-5%
45	CCN(C[C@H]1N[C@@](C)(C(=O)OC)[C@H]2C(=O)N(Cc3ccccc3)C(=O)[C@@H]12)S(=O)(=O)c1ccc(C)cc1	.	0%	-20%
46	CCCOc1ccc(C2NC(=O)NC(c3ccccc3)=C2C(C)=O)cc1OCC (configuration not stated)	-7%	3%	23µM*
47	CC(=O)c1ccc2noc(-c3cccc(F)c3)c2c1	8%	.	-21%
48	CCOC(=O)C1CCN(C(=O)c2ccc(SC)cc2OC)CC1	2%	-2%	?

Additional structures follow.
cpd | mol | N370S GC mod | TDP1 inh | DT40 TDP1 no CPT
49 | C[C@H](CO)N1C[C@H](C)[C@@H](CN(C)S(=O)(=O)c2ccc(F)cc2)Oc2ccc(NC(=O)C3CCCCC3)cc2C1=O | . | 1% | 16µM*
50 | Cc1ccc[n+](CC(=O)Nc2cccc([N+](=O)[O-])c2)c1 | 3% | -2% | ?
51 | Cc1cccc2sc(N(CCCN(C)C)C(=O)c3ccc(C(=O)c4ccccc4)cc3)nc12 | ? | 12% | ?
52 | Cc1nn(-c2ncc(C(F)(F)F)cc2Cl)c(=O)n1-c1cccc(Cl)c1 | 3% | 6% | -12%
53 | Cc1cc(OC(=O)N2CCOCC2)cc(C)c1Cl | -16% | -3% | -23%
54 | CC(=O)NCCCc1ccc(C(=O)COC(=O)CNC(=O)c2ccc3ccccc3c2)cc1 | . | 1% | 3%
55 | CC(=O)Nc1ccc(N/C(C)=C/C(=O)c2cccnc2)cc1 | -1% | -3% | -7%
56 | CCOC(=O)c1c(NC(=O)COC(=O)c2ccccn2)sc(C)c1C | . | 1% | 8%
57 | CSCC[C@H](NC(=O)NCc1ccc(F)cc1)C(=O)O | -6% | 2% | ?
58 | Cc1ccc(S(=O)(=O)N2CCN(c3nc(C(C)C)c4c(c3C#N)CC(C)(C)OC4)CC2)cc1 | 4% | -1% | 16µM*
59 | Cc1ccc(-n2nc3c(N4CCC(C(=O)N5CCCCC5)CC4)nnc(C)c3c2C)cc1 | . | 0% | 23µM*
60 | COc1ccc(C(=O)N/C(=C\c2cn(S(=O)(=O)N(C)C)c3ccccc23)C(=O)NCCCn2ccnc2)cc1 | -22% | 9%&10% | 1%&-15%
61 | O=C(NCc1ccc(F)cc1)c1c2c(nc3ccccc13)CCC2 | -7% | -8% | ?
62 | CC(=O)Nc1ccn(C2OC(C(COC(C)=O)NC(=O)C(Cc3ccccc3)NC(=O)OC(C)(C)C)C(OC(C)=O)C2OC(C)=O)c(=O)n1 (configuration not stated) | -1% | 4% | .
63 | CC(C)(C)c1ccc(C(=O)NCCC(=O)NCc2ccco2)cc1 | -20% | 10% | -23%
64 | CCCCC(=O)NCc1ccccc1Cl | 23% | -1% | -19%
65 | Cc1ccc(C(=O)OCC(=O)NCCC2=CCCCC2)s1 | 7% | 0% | 22%
66 | Cc1cccc(-[n+]2c(-c3cccc(Br)c3)[nH]c3nc4ccccc4nc32)c1 | 7% | . | ?
67 | Cc1nc2ccc(NS(=O)(=O)c3ccc(F)cc3F)cc2s1 | . | 1% | ?
68 | CC(=O)N1CCc2[nH]c3ccc(C)cc3c2C1 | 0% | . | 14%
69 | O=C(CSc1ccc(-c2ccccn2)nn1)N1CCCC1 | 9% | -3% | ?
70 | CC(=O)c1cccc(NC(=O)C(C)OC(=O)c2ccc(-n3cnnn3)cc2)c1 (configuration not stated) | -10% | 0% | ?
71 | Cc1nnc(C)c2c(C)n(C(C)c3ccccc3)c(C)c12 (configuration not stated) | 5%[2.35 µM] | 6% | 12µM*
72 | CS(=O)(=O)N(CC(=O)N1CCCCC1)c1ccc2c(c1)OCO2 | 5% | -1% | 1%
73 | C=CCN(c1ccccc1)S(=O)(=O)c1ccc(Cl)c(C(=O)OCC(=O)c2[nH]c(C)c(C(C)=O)c2C)c1 | -24% | 3% | ?
74 | COC(=O)CSc1nnc(CNC(=O)c2ccccc2F)n1-c1ccc(F)cc1 | 3% | 7% | ?
75 | Cc1ccc(C(=O)c2ccc(O)cc2)cc1C | 0% | 11% | -19%
76 | COc1ccc2c(c1)CCc1c(C(=O)Nc3ccc(F)c(Cl)c3)noc1-2 | . | 0% | -12%
77 | Cc1ccc(S(=O)(=O)N2CCN(C(=O)C3CCCCC3)CC2)cc1 | 1% | 4% | -8%
78 | O=C(O)CSc1ncnc2sc3c(c12)CCCC3 | 4% | 5% | -24%
79 | COc1cccc(-c2ccc(C#N)c(=O)[nH]2)c1 | 24% | 4% | 1%
80 | COc1ccc(NC(=O)CSCC(=O)N(C)Cc2cccc(OC)c2OC)cc1 | 5% | 5% | ?

Only part of the results is shown; count on the stated rates, not on these rows.
